Compound activity (PubChem BioAssay)
GASC1 inh: inhibitors of GASC-1 (KDM4C) histone demethylase, primary screen, biochemical, single concentration HTS. Lysine-specific demethylase 4C (Homo sapiens), Q9H3R0. GST-KDM4C 2-372, H3K9me3 peptide, LANCE TR-FRET. inhibition, % at 12.5 µM. 96,000 tested, 0.15% active;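 active = mean replicate inhibition above about 25%, with at least 55% of replicates also reaching it, limit read from the data, passing the limit was not always enough; inconclusive = only one of those two conditions met; inactive = neither condition met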
Target sequence (Q9H3R0 2-372 limits assumed): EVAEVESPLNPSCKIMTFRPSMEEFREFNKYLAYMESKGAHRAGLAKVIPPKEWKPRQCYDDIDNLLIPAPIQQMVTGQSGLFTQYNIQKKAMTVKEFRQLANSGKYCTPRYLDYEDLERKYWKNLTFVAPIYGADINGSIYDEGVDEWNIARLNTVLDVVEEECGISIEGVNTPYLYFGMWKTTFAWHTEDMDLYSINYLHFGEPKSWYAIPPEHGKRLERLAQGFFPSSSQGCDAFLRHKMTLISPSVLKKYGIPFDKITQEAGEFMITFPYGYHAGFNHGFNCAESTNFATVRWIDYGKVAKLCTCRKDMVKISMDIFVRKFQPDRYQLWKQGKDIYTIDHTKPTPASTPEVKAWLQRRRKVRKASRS
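Material: N-terminal GST-fused human GASC-1 (KDM4C) fragment, residues 2-372. Input: 10 nM enzyme. Incubation: enzyme reaction 30 min, then detection 60 min, both room temperature. Doses: one test concentration per compound. Read-out basis: inhibition from TR-FRET ratio decrease. Detection: LANCE TR-FRET, excitation 340 nm, emissions 618 and 671 nm.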
C diff growth: C. difficile growth inhibitors, primary screen, HTS | Clostridium difficile clinical isolate growth, OD600, 24 h; stronger effect = lower value | growth activity, negative = inhibition, % at 16 µg/mL (by protocol) | 86,000 tested, 0.25% active | AID 1259249, 2017;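 active = mean growth activity at or below -80% and every replicate also at or below -80%; inconclusive = mean at or below -80% but some replicate above -80%; inactive = mean growth activity above -80%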;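 also: 0% = DMSO wells and -100% = levofloxacin 16 µg/mL wells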
Pf Dd2 inh: P. falciparum Dd2 growth inhibitors, primary screen, SYBR Green fluorescence, single dose replicates; 72 h; stronger effect = lower value; activity change, % at 10 µM; 94,000 tested, 2.3% active; AID 1159554, 2015; in the data active = activity change below about -80%; inconclusive = no clear call, values can overlap the other calls
T cruzi growth: T. cruzi intracellular proliferation inhibitors, primary screen, cell-based, beta-gal Tulahuen parasites, NIH3T3 host, luminescence; inhibition, % at 8.34 µM; 77,000 tested, 5.9% active; T. cruzi beta-gal in NIH3T3, GalScreen luminescence, 90 h;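 active = mean inhibition above about 93%, with at least 55% of replicates each passing it, limit read from the data, passing the limit was not always enough; inconclusive = only one of those two conditions holds; inactive = neither condition holds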
* hit, by the source's call; ? = inconclusive; nt = not tested or not shown; & = joins results of further samples.

smiles	GASC1 inh	C diff growth	Pf Dd2 inh	T cruzi growth
COc1ccc(NC(=O)Nc2ccc3c(c2)C(=O)N([C@H](C)CO)C[C@H](C)[C@@H](CN(C)Cc2ccc(Oc4ccccc4)cc2)O3)cc1	3.8	3	15	14
Cc1noc(C)c1NC(=O)Nc1cccc2c1O[C@@H](CN(C)Cc1ccc(Oc3ccccc3)cc1)[C@H](C)CN([C@@H](C)CO)C2=O	4.9	8	1	64
C[C@@H]1CN([C@@H](C)CO)C(=O)c2cccc(NS(=O)(=O)c3cccs3)c2O[C@@H]1CN(C)C(=O)NC1CCCCC1	0.3	nt	-17	28
C[C@@H]1CN([C@H](C)CO)C(=O)c2cc(NC(=O)Nc3ccccc3)ccc2O[C@@H]1CN(C)S(=O)(=O)c1ccccc1	-0.9	4	9	31
C[C@H](CO)N1C[C@H](C)[C@@H](CN(C)S(=O)(=O)c2cn(C)cn2)Oc2ccc(NS(=O)(=O)c3ccccc3)cc2CC1=O	0.9	-1	7	29
COc1ccc(S(=O)(=O)N(C)C[C@@H]2Oc3c(NC(=O)Nc4ccc(C(F)(F)F)cc4)cccc3C(=O)N([C@@H](C)CO)C[C@H]2C)cc1	17	-3	-17	53
COc1cccc(-c2cn(CC[C@@H]3CC[C@H](NC(C)=O)[C@@H](CO)O3)nn2)c1	-1.1	-10	-12	-64
C[C@@H]1CN([C@H](C)CO)C(=O)c2cc(C#Cc3ccccc3)cnc2O[C@H]1CN(C)C(=O)c1ccccc1F	1.1	40	-60	nt
C[C@H](CO)N1C[C@H](C)[C@H](CN(C)Cc2ccccc2)Oc2ccc(NC(=O)Nc3ccccc3)cc2CC1=O	6.0	-11	2	27
COc1cc(CN2CC3(CN(C(=O)Nc4cccc(F)c4)C3)c3c(n(C)c4cc(OC)ccc34)[C@H]2CO)cc(OC)c1	-1.4	49	-67	nt
COCC#Cc1cnc2c(c1)C(=O)N([C@@H](C)CO)C[C@@H](C)[C@H](CN(C)C(=O)C1CC1)O2	-1.1	nt	34	112*
CC(C)CC#Cc1ccc2c(c1)O[C@@H](CN(C)Cc1ccccc1F)[C@H](C)CN([C@@H](C)CO)S2(=O)=O	1.2	nt	-68	56
C[C@@H]1CN([C@H](C)CO)C(=O)c2cc(NS(=O)(=O)c3ccc(F)cc3)ccc2O[C@H]1CN(C)S(=O)(=O)c1ccc(F)cc1	0.2	-5	8	17
COCC(=O)N(C)C[C@H]1Oc2cc(-c3ccccc3)ccc2S(=O)(=O)N([C@@H](C)CO)C[C@@H]1C	0.5	-3	47	49
CC(C)C(=O)Nc1ccc2c(c1)C(=O)N(C)[C@H]1CC[C@@H](CC(=O)NCCc3ccccc3)O[C@@H]1CO2	0.0	2	5	12
C[C@@H]1CN([C@H](C)CO)C(=O)c2cccc(NC(=O)C3CC3)c2O[C@@H]1CN(C)CC1CCCCC1	3.2	-2	1	-4
C[C@H]1CN([C@@H](C)CO)S(=O)(=O)c2ccc(-c3cccc(C#N)c3)cc2O[C@H]1CN(C)C(=O)c1ccc(F)cc1	0.9	7	-64	103*
CC(C)NC(=O)N1C[C@@H]2[C@H](c3ccccc31)[C@@H](CO)N2Cc1ccccn1	6.5	0	4	22
CC(=O)N1CC2(C1)[C@H](c1ccc(-c3ccc(C#N)cc3)cc1)[C@@H](CO)N2C(C)=O	2.0	0	0	nt
CCNC(=O)[C@@H]1[C@@H](CO)[C@@H]2Cn3c(ccc(C4=CCCCC4)c3=O)[C@H]1N2Cc1ccncc1	3.1	-1	18	-30
CO[C@H]1CN(C)C(=O)c2ccc(NC(=O)C3CCOCC3)cc2OC[C@@H](C)NC[C@H]1C	-0.9	nt	31	-154
C[C@H]1CN([C@@H](C)CO)C(=O)c2cc(C#CC3CCCCC3)cnc2O[C@@H]1CN(C)S(=O)(=O)c1ccccc1	-1.1	1	-30	?
COc1ccc(S(=O)(=O)N2CCC3(CC2)CN(Cc2ccncc2)[C@H](CO)c2[nH]c4cc(OC)ccc4c23)cc1	-0.4	-8	-88*	nt
O=C(c1cccnc1)N1CC2(C1)[C@H](c1ccccc1)[C@@H](CO)N2Cc1ccccc1	-1.6	-3	-19	nt
CCCC(=O)Nc1ccc2c(c1)OC[C@@H](C)N(CC1CCCC1)C[C@H](C)[C@H](OC)CN(C)C2=O	0.9	nt	-27	-53

Reformatted: entries from further up.
CC(C)CC#Cc1ccc2c(c1)O[C@@H](CN(C)Cc1ccccc1F)[C@H](C)CN([C@@H](C)CO)S2(=O)=O
  GASC1 inh: 1.2
  C diff growth: nt
  Pf Dd2 inh: -68
  T cruzi growth: 56
Cc1noc(C)c1NC(=O)Nc1cccc2c1O[C@@H](CN(C)Cc1ccc(Oc3ccccc3)cc1)[C@H](C)CN([C@@H](C)CO)C2=O
  GASC1 inh: 4.9
  C diff growth: 8
  Pf Dd2 inh: 1
  T cruzi growth: 64
COc1cccc(-c2cn(CC[C@@H]3CC[C@H](NC(C)=O)[C@@H](CO)O3)nn2)c1
  GASC1 inh: -1.1
  C diff growth: -10
  Pf Dd2 inh: -12
  T cruzi growth: -64
C[C@H]1CN([C@@H](C)CO)S(=O)(=O)c2ccc(-c3cccc(C#N)c3)cc2O[C@H]1CN(C)C(=O)c1ccc(F)cc1
  GASC1 inh: 0.9
  C diff growth: 7
  Pf Dd2 inh: -64
  T cruzi growth: 103*

(listing goes on)
smiles	GASC1 inh	C diff growth	Pf Dd2 inh	T cruzi growth
O=C(C[C@H]1CC[C@H]2[C@@H](COC[C@@H](O)CN2Cc2nccs2)O1)NCc1ccc(Oc2ccccc2)cc1	-2.9	2&2	-1	nt
C[C@@H]1CN([C@H](C)CO)C(=O)c2cc(NC(=O)Nc3ccc(C(F)(F)F)cc3)ccc2O[C@@H](C)CCCCO[C@H]1CN(C)Cc1ccc(C(=O)O)cc1	-0.9	0	32	56
CCCNC(=O)C[C@H]1CC[C@H]2[C@@H](COc3ccc(NC(=O)c4ccc(OC)cc4)cc3C(=O)N2C)O1	18	0	0	47
CCCNC(=O)C[C@@H]1C[C@@H]2c3cc(NC(=O)c4ccc5c(c4)OCO5)ccc3O[C@@H]2[C@@H](CO)O1	-0.2	2	14	-49
O=C(C[C@@H]1C=C[C@H](NC(=O)c2ccc3c(c2)OCO3)[C@H](CO)O1)NCc1ccc(Cl)cc1	0.2	2	17	47
O=C(Nc1ccc(Cl)cc1)N1C[C@H]2[C@@H](c3ccccc31)[C@@H](CO)N2CC1CCCC1	-0.5	8	-14	108*
CC(C)OC(=O)N(C)C[C@H]1OCc2cnnn2CCCC(=O)N([C@H](C)CO)C[C@H]1C	-4.2	-1	-2&-16	-13&3
C[C@@H]1CN([C@H](C)CO)C(=O)c2ccccc2-c2ccccc2CO[C@@H]1CN(C)S(=O)(=O)c1cn(C)cn1	0.4	4	-13	24
O=C(C[C@H]1C[C@H]2c3cc(NC(=O)C4CCC4)ccc3O[C@H]2[C@H](CO)O1)NCc1ccncc1	-1.6	0	11	31
O=C(Cc1ccccn1)N1CC2(C1)[C@H](c1ccccc1)[C@@H](CO)N2C(=O)c1cccnc1	0.1	-4	7	nt
C[C@H]1CN([C@@H](C)CO)C(=O)c2cc(NS(=O)(=O)c3cn(C)cn3)ccc2O[C@H]1CN(C)C(=O)NC1CCCCC1	-0.8	nt	27	78
COC(=O)C[C@H]1C[C@H]2c3cc(NS(C)(=O)=O)ccc3O[C@H]2[C@H](CO)O1	2.2	-2	53	-50
CC(C)NC(=O)Nc1ccc2c(c1)C(=O)N([C@@H](C)CO)C[C@@H](C)[C@H](CN(C)Cc1ccc(C(=O)O)cc1)OCCCC[C@@H](C)O2	0.3	2	13	3
C[C@H](O)C#Cc1cnc2c(c1)C(=O)N([C@H](C)CO)C[C@@H](C)[C@@H](CN(C)C(=O)c1ccncc1)O2	-0.2	3	21	-1
C[C@@H]1CN([C@H](C)CO)C(=O)c2cc(-c3ccc(C#N)cc3)cnc2O[C@H]1CN(C)CC1CCCC1	1.1	-1	3	-279
C[C@H](O)C#Cc1ccc2c(c1)O[C@H](CN(C)C(=O)CN(C)C)[C@H](C)CN([C@@H](C)CO)S2(=O)=O	0.2	3	15	12
O=C(C1CCCCC1)N1CC(=O)N2[C@@H](CO)[C@@H](c3ccc(-c4cccnc4)cc3)[C@@H]2C1	0.8	-6	29	nt
O=C(C[C@H]1C=C[C@H](NC(=O)C2CCC2)[C@@H](CO)O1)NC1CCC1	7.5	4	-37	nt
C[C@H](CO)N1C[C@H](C)[C@@H](CN(C)C(=O)[C@H]2CCCN2C)OCc2ccccc2-c2ccccc2C1=O	1.3	-1	-5	5
C[C@@H]1CN([C@@H](C)CO)C(=O)c2cc(NC(=O)Nc3ccc4c(c3)OCO4)ccc2O[C@@H](C)CCCCO[C@H]1CN(C)Cc1ccc2c(c1)OCO2	0.8	nt	-72	95
O=C(Nc1ccc(C(F)(F)F)cc1)Nc1ccc2c(c1)[C@H]1C[C@H](CC(=O)N3CCc4ccccc4C3)O[C@H](CO)[C@H]1O2	1.5	22	-70	?
COc1ccc2c3c(n(C)c2c1)[C@@H](CO)N(Cc1ccncc1)CC31CCN(C(=O)C2CCCCC2)CC1	-1.1	-1	-59	nt
C[C@H]1CN([C@@H](C)CO)C(=O)c2cc(NC(=O)Nc3ccc(C(F)(F)F)cc3)ccc2O[C@@H]1CN(C)C	-0.2	1	6	21
CC(C)CC#Cc1ccc([C@@H]2[C@@H](CO)N3C(=O)CN(C(=O)c4ccccn4)C[C@H]23)cc1	-1.9	-12	-16	nt
COc1ccc(CN(C)C[C@@H]2Oc3ccc(NS(=O)(=O)c4ccc(C)cc4)cc3C(=O)N([C@H](C)CO)C[C@H]2C)cc1	6.0	5	29	55

(listing goes on)
smiles	GASC1 inh	C diff growth	Pf Dd2 inh	T cruzi growth
COc1ccc(S(=O)(=O)N(C)C[C@H]2OCCCC[C@H](C)Oc3ccc(NC(=O)CCCN(C)C)cc3C(=O)N([C@@H](C)CO)C[C@H]2C)cc1	1.8	2	30	-11
COc1ccc(NC(=O)N(C)C[C@@H]2Oc3ccc(NC(=O)Nc4ccc(F)cc4)cc3CC(=O)N([C@H](C)CO)C[C@@H]2C)cc1	6.4	-1	1	7
COc1cccc(NC(=O)N2CC(=O)N3[C@H](CO)[C@H](c4ccc(C#CC5CCCCC5)cc4)[C@H]3C2)c1	-1.9	-5	-41	nt
C[C@@H]1CCCCO[C@@H](CN(C)Cc2ccncc2)[C@H](C)CN([C@H](C)CO)C(=O)c2cc(NC(=O)c3ccncc3)ccc2O1	0.4	3	-5	1
Cc1noc(C)c1S(=O)(=O)Nc1cccc2c1O[C@H](CN(C)C(=O)Nc1ccc(F)cc1)[C@H](C)CN([C@@H](C)CO)C2=O	-0.9	-4	-34	19
CC(C)C#Cc1ccc([C@H]2[C@H](CO)N3CCCCN(C(=O)Nc4ccccc4)C[C@@H]23)cc1	-0.3	13	-15	32
C[C@@H]1CN([C@@H](C)CO)S(=O)(=O)c2ccc(C#CCN(C)C)cc2O[C@H]1CN(C)Cc1ccc2c(c1)OCO2	0.6	-2	-44	111*
C[C@@H]1CN([C@@H](C)CO)C(=O)c2cc(NC(=O)Nc3ccccc3)ccc2O[C@@H](C)CCCCO[C@@H]1CN(C)C(=O)Nc1ccc2c(c1)OCO2	-0.3	3	-49	11
O=C(C[C@H]1CC[C@H]2[C@@H](COC[C@@H](O)CN2CCC(F)(F)F)O1)N1CCC(Cc2ccccc2)CC1	0.0	0&-1	7	50
O=C(c1ccncc1)N1CC[C@@H]2[C@H](CO)Nc3ccc(Br)cc3[C@@H]21	0.8	11	26	-13
CCCC(=O)Nc1ccc2c(c1)OC[C@@H](C)N(C(=O)c1cnccn1)C[C@@H](C)[C@@H](OC)CN(C)C2=O	2.5	nt	17	-11
CC(C)NC(=O)N(C)C[C@@H]1Oc2ccc(NC(=O)CCCCCC(=O)Nc3ccccc3N)cc2C(=O)N([C@@H](C)CO)C[C@@H]1C	0.6	-2	6	24
C[C@@H]1CN([C@@H](C)CO)C(=O)c2cccc(NC(=O)c3cnccn3)c2O[C@H]1CN(C)S(=O)(=O)c1ccc(Cl)cc1	1.2	-5	4	-145
C[C@H]1CN([C@@H](C)CO)C(=O)c2cc(NS(=O)(=O)c3cn(C)cn3)ccc2O[C@H]1CN(C)Cc1ccc2c(c1)OCO2	-0.9	nt	5	-46
O=C(C[C@@H]1C[C@H]2c3cc(NS(=O)(=O)c4ccc(F)cc4)ccc3O[C@H]2[C@H](CO)O1)NCc1cc(F)ccc1F	-3.0	7	-18	53
CC(C)NC(=O)N(C)C[C@H]1Oc2ccc(NC(=O)Nc3ccc4c(c3)OCO4)cc2CC(=O)N([C@@H](C)CO)C[C@@H]1C	-0.4	-1	2	-10
